MT stabilizer: microtubule stabilizers in HeLa cells; 200,000 compounds, 0.83% hits; % tubulin-high responders, % at 10 µM; HeLa tubulin immunostaining HCS, 24 h; share of cells brighter than vehicle mean+2SD; AID 2205;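 active means plate Z-score above 3 for both tubulin-high and condensed-nucleus cell shares, with cell loss under 80%, at 10 µM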;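 further: anti alpha tubulin signal scored within the nucleus-defined area of each cell; some results filed as inactive read as strong as hits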
Ins promoter up: MIN6 insulin promoter up-regulation; MIN6 insulin promoter-GFP reporter, high-content imaging; hits give high values; z-score at 5 µM; 190,000 compounds, 0.3% hits;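 active means z-score above 3 at 5 µM with at least 500 cells counted in the well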
P. falciparum M17LAP: P. falciparum M17LAP inhibitors, primary screen, biochemical, fluorogenic H-Leu-NHMec substrate, 1536-well (AID 1619); recombinant M17LAP, H-Leu-NHMec fluorogenic kinetic assay; higher % means a stronger effect; one-dose inhibition, % at 30 µM; IC50 in µM for titrated hits; 220,000 compounds, 0.38% hits;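 active means compound inhibiting the enzyme by more than half at any dose during confirmatory dose-response retesting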;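 further: plate controls were full reaction with DMSO carrier for no effect and no enzyme background for full effect; strong numbers were not always called active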
Autophagy mod: modulators of autophagy; MEF GFP-LC3 puncta imaging; test concentration mostly 10 µM; calls only at 10 µM (by protocol); 190,000 compounds, 0.98% hits; AID 463193;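 active means percentage of spot-positive cells more than 3 SD above its plate mean, without a fluorescence outlier flag or 80% toxicity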;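 further: spot-positive cell cutoff set from DMSO-treated cells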
P. falciparum M1AAP: P. falciparum M1AAP inhibitors, biochemical, fluorogenic H-Leu-NHMec substrate, 1536-well (AID 1445). recombinant M1AAP, H-Leu-NHMec fluorogenic kinetic assay; higher % means a stronger effect. one-dose inhibition, % at 30 µM; IC50 in µM for titrated hits. 220,000 compounds, 0.42% hits;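 active means primary inhibition above the hit cutoff, then over 50% inhibition at one or more dose response concentrations, cut at about 23% in these data, passing the limit was not always enough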;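 further: plate controls were DMSO full reaction for no effect and no enzyme background for full effect; strong numbers were not always called active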
CSM14.1 death rescue: rescue of cells from ER stress-induced death, primary screen, 384-well, CSM14.1, thapsigargin, ATP luminescence (AID 1222); CSM14.1 thapsigargin-induced death rescue, ATP luminescence; higher % means a stronger effect; one-dose cellular ATP content (survival), % at 20 µM; EC50 in µM for titrated hits; 190,000 tested, under 10 active;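 active means EC50 below 50 µM in the dose-response confirmation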;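 further: death triggered by thapsigargin at about 15 µM added after 2 h compound pretreatment; cell ATP read after overnight thapsigargin exposure of roughly 18 to 22 hours; normalized against plate controls of thapsigargin alone and 5% DMSO vehicle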
Dynein cargo inh: dynein cargo transport inhibition; 3617.4 mouse cells, GR-EGFP nuclear translocation imaging; test concentration mostly 20 µM; stimulated with dexamethasone, 1 µM; hits give low values; z-score, hits read low; 220,000 compounds, 0.47% hits;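 active means plate z-score of nuclear minus cytoplasmic receptor signal below a set negative limit, without overly bright fluorescence or cell loss, cut at about -3.5 in these data, passing the limit was not always enough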;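 further: z-score of nuclear minus cytoplasmic ring GR-EGFP intensity difference per well; some compounds called inactive have numbers as strong as hits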
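Buffer or medium: Induction medium lacking tetracycline, stripped serum | Also added: Dexamethasone agonist, 1.0 µM final, for 30 min | Timing: 48 h induction, 1 h compound, 30 min dex at 37 °C | Detection: Formaldehyde fixation, Hoechst nuclear stain, 10x automated fluorescence imaging | Measure: Nuclear versus cytoplasmic GR-EGFP signal, averaged per well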
b-catenin transl: alters nuclear translocation of beta-catenin in HeLa cells; immunofluorescence imaging; nuclear translocation activity, % at 5 µM; 190,000 compounds, 0.3% hits;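 active means nuclear translocation activity above 50% at 5 µM, with a well cell count of 50 or more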;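 further: per-cell ratio of nuclear to cytoplasmic median beta-catenin stain intensity; plate controls were DMSO negative control for no effect and GSK-3 inhibitor IX positive control for full effect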
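Test system: HeLa cells, endogenous beta-catenin; Compound: single 5 µM dose plus 0.02–20 µM confirmation series; Times: compound exposure 24 h at 37°C; Signal: fluorescence imaging of beta-catenin antibody stain plus DAPI; Read-out: % activation, nuclear-to-cytoplasmic median beta-catenin signal ratio per cell.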
UTI89 phage lysis: protection from phage-mediated lysis, alamar blue read-out – E. coli UTI89, K1F phage, bacterial capsule biogenesis inhibitors (AID 488966). E. coli UTI89 K1F phage lysis, alamar blue, 2 h; higher % means a stronger effect. one-dose inhibition, % at 100 µM; IC50 in µM for titrated hits. 340,000 compounds, 0.02% hits;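 active means phage lysis inhibition, versus mean bacterial control, above a set limit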;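 further: capsule biogenesis inhibitors block K1F phage lysis so surviving cells raise fluorescence; higher fluorescence means more inhibition of phage lysis; actives were called in the ten point dose series up to 300 µM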
Dynein cargo inh cytoplasmic EGFP: second read-out of Dynein cargo inh, no call of its own (marks repeat the call); z-score; measured here: cytoplasmic GR-EGFP intensity; hits give high values
Dynein cargo inh nuclear GR-EGFP: second read-out of Dynein cargo inh, no call of its own (marks repeat the call); z-score; measured here: nuclear GR-EGFP intensity;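 lower value marks the stronger effect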
Dynein cargo inh cell count: also measured in Dynein cargo inh; calls as there; z-score; measured here: cell count per field
Ins promoter up cell count: also measured in Ins promoter up; calls as there; cell count; measured here: cytotoxicity, nuclei count;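 total cells summed across four imaged fields per well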
b-catenin transl cell count 5 µM: second read-out of b-catenin transl, no call of its own (marks repeat the call); cell count; measured here: cell count, cytotoxicity flag
MT stabilizer Hoechst-high %: recorded beside MT stabilizer, whose call it bears; % Hoechst-high responders; measured here: nuclear condensation Hoechst responders;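 share of cells brighter than vehicle mean plus two SD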
MT stabilizer cytotoxicity %: also measured in MT stabilizer; calls as there; toxicity, %; measured here: cytotoxicity by cell density;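 0% = mean cell density of plate MIN control wells and 100% = no cells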
Autophagy mod cell loss 18 h: also measured in Autophagy mod; calls as there; toxicity, %; measured here: cell loss, nuclei count;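 cell loss after 18 h compound exposure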
The depositor's hits bear a star; i = inactive; / = no result given; [ ] = dose if it differs, or a comment. Random draw from the library. About 2.9% of those tested had a hit in this group.

SMILES | MT stabilizer | MT stabilizer Hoechst-high % | MT stabilizer cytotoxicity % | Ins promoter up | Ins promoter up cell count | P. falciparum M17LAP | Autophagy mod | Autophagy mod cell loss 18 h | P. falciparum M1AAP | CSM14.1 death rescue | Dynein cargo inh | Dynein cargo inh cytoplasmic EGFP | Dynein cargo inh nuclear GR-EGFP | Dynein cargo inh cell count | b-catenin transl | b-catenin transl cell count 5 µM | UTI89 phage lysis
Cc1oc2cc(OCC(=O)O)ccc2c(=O)c1Oc1ccccc1 | 2.4 | 1.3 | 4.8 | / | / | -4% | i | -6 | 3% | 1.8% | 0.16 | -0.23 | 0.5 | -1.1 | -2.8 | 904 | 6.3%
CCCC(=O)Nc1ccc(NC(=O)c2ccccc2)nc1 | / | / | / | -1.2 | 1115 | -11% | / | / | 2% | / | -0.92 | -0.29 | -0.061 | 0.65 | 0.1 | 1276 | 0.2%
O=C(CSc1nncs1)Nc1ccc(S(=O)(=O)N2CCCC2)cc1 | 1.6 | 1.7 | 3.3 | -0.04 | 1569 | 14% | i | -5 | -2% | 1.5% | -1.2 | -0.23 | -0.9 | 0.98 | -3.9 | 1090 | 0.3%
O=C(NCCCCNC(=O)c1cccs1)c1cccs1 | 4.1 | 3.0 | 0.2 | 0.2 | 1304 | 6% | i | 3 | 10% | -0.3% | 0.13 | -0.27 | 0.11 | -0.71 | / | / | 2.3%[50 µM]
O=C(c1ccccc1)c1ccc(N2CCOCC2)c(F)c1 | 4.6 | 0.5 | 4.7 | 0.03 | 1286 | 11% | i | 12 | -1% | 4.5% | 2.1 | -0.19 | 0.48 | -0.14 | -9.3 | 978 | -0.2%
c1ccc(-c2nnc(-c3ccccn3)c(-c3ccccn3)n2)nc1 | / | / | / | 0.71 | 1017 | -7% | / | / | 6% | / | 1.1 | -0.22 | 1.2 | -1.1 | 0.0 | 1303 | /
Cc1occc1C(=O)NC(C)C1CCCO1 (stereo unspecified) | 3.3 | 1.2 | 3.4 | / | / | -14% | i | -1 | -7% | -0.4% | -0.29 | -0.23 | -0.51 | 0.68 | / | / | 2.7%
CCC(Sc1nc(-c2ccccc2)c(C#N)c(=O)[nH]1)C(=O)Nc1cc(C)on1 (stereo unspecified) | 3.7 | 2.2 | 8.0 | / | / | 1% | i | -3 | 4% | -1.5% | 1.3 | 0.78 | 1.7 | -1.1 | -3.5 | 1093 | 2.6%
COc1ccccc1Nc1nc(N)nc(CN(C)C2CCCCC2)n1 | 3.4 | 1.5 | 5.4 | 0.58 | 1252 | -6% | i | -6 | 6% | -2.2% | -0.3 | -0.22 | -0.13 | -0.65 | / | / | 0.2%
COC(=O)c1ccc(NC(=S)NCCC2=CCCCC2)cc1 | 0.8 | 1.0 | 4.5 | 0.02 | 1496 | 3% | i | 3 | 18% | 1.5% | -0.22 | -0.18 | -0.21 | -0.03 | -0.9 | 1383 | 0.3%[50 µM]
Cn1cnnc1SCC(=O)NN(c1ccccc1)c1ccccc1 | 3.7 | 2.2 | 4.1 | -0.96 | 1315 | -1% | i | 3 | 5% | -2.5% | 1.4 | -0.19 | 1.1 | -1.4 | / | / | 0.2%
O=C(Cn1cnc2c(nnn2Cc2ccc(F)cc2)c1=O)N1CCN(c2ccccc2)CC1 | 7.7 | 3.0 | 8.2 | -0.24 | 1722 | 0% | i | 16 | 6% | -1.7% | -0.45 | -0.17 | -0.074 | 0.48 | 0.3 | 1311 | 1.5%
CCOc1ccccc1N(CC(=O)NCc1ccccc1)C(=O)CCC(=O)Nc1cc(C)ccn1 | 1.5 | 1.6 | 3.7 | 0.86 | 1376 | 10% | i | 23 | -4% | 2.4% | 0.37 | -0.35 | 0.29 | 0.58 | 1.4 | 1472 | -2.2%
N/C(=N\OC(=O)CCCN1C(=O)c2ccccc2C1=O)c1ccc(Br)cc1 | 1.7 | 1.1 | 0.3 | / | / | / | i | 28 | / | / | -0.63 | -0.094 | -0.2 | 0.2 | / | / | 1.8%
COc1cccc(NC(=S)N2CCN(Cc3ccccc3)CC2)c1 | 3.6 | 1.1 | 0.0 | 0.74 | 1342 | 0% | i | 4 | 7% | -2.4% | -0.38 | -0.27 | -0.29 | 0.86 | -2.0 | 900 | -0.6%
CCNc1nc(OC)nc(SCC(N)=O)n1 | 2.0 | 2.2 | 8.3 | -0.24 | 1224 | 3% | i | 7 | -3% | -1.2% | 0.029 | -0.28 | 0.2 | 0.92 | -3.5 | 1260 | 0.6%
O=[N+]([O-])c1ccc(Sc2n[nH]c(-c3ccncc3)n2)nc1 | 3.0 | 2.9 | 6.1 | -0.34 | 1153 | 9% | i | 6 | 0% | 1.3% | -0.64 | -0.31 | -0.27 | 0.89 | -0.1 | 1041 | -0.1%
NS(=O)(=O)c1ccc(NC(=S)NC(=O)/C=C/c2ccco2)cc1 | 4.8 | 1.9 | 5.3 | -0.14 | 1339 | 7% | i | -1 | 22% | 2.3% | 0.24 | -0.16 | -0.084 | -0.16 | -1.0 | 909 | 0.4%[50 µM]
Cc1nn(Cc2ccccc2)c(Cl)c1C(=O)NCCc1ccccc1 | 3.8 | 2.2 | 5.9 | 0.47 | 1455 | 6% | i | 3 | 1% | 2.0% | 0.18 | -0.24 | -0.013 | -0.14 | 1.2 | 1020 | 0.1%
O=C(NCCCN1CCOCC1)C(=O)NCc1ccccc1Cl | 2.6 | 1.3 | 9.1 | -0.53 | 1280 | 5% | i | -2 | 4% | 0.2% | -0.44 | -0.22 | -0.18 | 0.49 | -2.8 | 1126 | 0.2%
O=C(CCCCCn1c(=O)[nH]c2ccsc2c1=O)N1CCCCC1 | 3.1 | 1.4 | 5.0 | / | / | -2% | i | 6 | 4% | -1.3% | -0.4 | 0.24 | 0.4 | 0.55 | 1.2 | 554 | 2.2%
O=C1Nc2ccccc2C12OCCCCO2 | 2.1 | 1.6 | 2.4 | 1.6 | 1257 | 8% | i | -6 | 1% | -1.6% | -0.58 | -0.24 | -0.13 | 0.6 | 3.2 | 1421 | 0.0%
CC1=CC(C)(C)N(C(=O)CSc2ncn[nH]2)c2ccccc21 | 1.2 | 1.5 | 9.1 | 0.03 | 944 | 17% | i | 8 | 11% | 3.2% | -2.3 | 0.39 | -1 | 0.55 | / | / | 1.7%
COc1cc2c(cc1NC(=O)C(C)N1CCN(S(=O)(=O)c3ccc(C)c(C)c3)CC1)oc1ccccc12 (stereo unspecified) | 2.2 | 1.5 | 3.4 | / | / | 1% | i | -3 | 8% | 0.0% | -1.2 | -0.032 | -0.36 | -0.041 | / | / | 1.1%
COc1ccc(NC(=O)c2ccccn2)cc1S(=O)(=O)N1CCOCC1 | 2.8 | 1.9 | 8.4 | -0.54 | 1306 | -11% | i | -4 | 3% | 0.3% | -0.016 | -0.37 | -0.098 | 0.84 | -0.9 | 1100 | -3.9%
O=C(O)C1(P(=O)(c2ccc(Cl)cc2)c2ccc(Cl)cc2)CC1 | 3.9 | 1.7 | 10 | 0.34 | 1519 | -2% | i | 9 | 4% | 0.4% | 0.52 | -0.26 | 0.25 | -0.17 | -0.4 | 1413 | -0.6%
Cc1cc(NC(=O)CSc2nnc(-c3ccoc3C)n2N)no1 | 3.9 | 3.4 | 8.9 | 0.12 | 1398 | 4% | i | -19 | 4% | 0.7% | -0.19 | -0.34 | 0.064 | 0.31 | -1.4 | 938 | 0.7%
O=C(COc1ccc(S(=O)(=O)NCCc2ccccc2)cc1)N1CCCC1 | 2.5 | 2.2 | 7.5 | 0.1 | 1279 | 1% | i | 0 | 19% | -1.0% | 1.7 | 0.049 | 1.3 | -2.1 | / | / | 0.4%
NC(=O)c1ccc(NC(=O)c2ccccc2S(=O)(=O)c2ccccc2[N+](=O)[O-])cc1 | 1.9 | 2.0 | 10 | -0.01 | 1015 | 10% | i | -8 | 102µM* | -2.9% | 0.29 | -0.21 | 0.21 | -0.45 | -4.1 | 499 | -0.4%
Cc1ccc(S(=O)(=O)N(C)c2ccc(C(=O)NCc3ccccn3)cc2)cc1 | 4.4 | 3.0 | 7.7 | -0.62 | 1654 | -4% | i | 6 | -11% | -1.6% | -1 | -0.22 | -0.026 | 0.93 | -1.6 | 1079 | -0.6%
CCOCCCNC(=O)N[C@@H](C)C(=O)OC | 1.1 | 1.1 | 6.3 | -0.31 | 1511 | -5% | i | -19 | 6% | -0.8% | -0.16 | -0.22 | 0.0085 | 0.25 | -7.9 | 1025 | 1.7%
O=S(=O)(NCCCN1CCOCC1)c1ccc(Cl)s1 | / | / | / | -0.45 | 1167 | -5% | / | / | -4% | / | -0.37 | -0.22 | -0.31 | 1.1 | -0.2 | 1264 | 0.0%
